NR2F2 inh = NR2F2 transcriptional activity inhibitors, primary screen, cell-based, luciferase reporter, HEK293T, luminescence. actives 0.7% (n = 370,000). COUP transcription factor 2 (Homo sapiens), P24468. inhibition, % at 8.6 µM. HEK293T NGFI-A luciferase reporter;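 active = inhibition above a per-plate cutoff, mean inhibition of test wells between control levels plus 3 SD, cut at about 38% in these data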;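 note: cells cotransfected with COUP-TFII expression vector driving the NGFI-A reporter; 0% = median of COUP-TF2 test wells and 100% = reporter-only cells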
SRC2 inh = inhibition of GAL4-SRC2 driven luciferase reporter, primary screen, SRC2 inhibitor project, cell-based, luminescence. Nuclear receptor coactivator 2 (Homo sapiens), Q15596. HEK293 GAL4-SRC2 luciferase reporter. inhibition, % at 9 µM. actives 0.17% (n = 370,000). AID 651957, 2012;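 active = inhibition above the mean inhibition of all tested compounds plus 3 SD, set per campaign, cut at about 52% in these data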;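 note: 0% = DMSO treated cells and 100% = cells given Gossypol at 36 µM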
Target sequence (Q15596 whole entry, looked up, the tested form may be a part): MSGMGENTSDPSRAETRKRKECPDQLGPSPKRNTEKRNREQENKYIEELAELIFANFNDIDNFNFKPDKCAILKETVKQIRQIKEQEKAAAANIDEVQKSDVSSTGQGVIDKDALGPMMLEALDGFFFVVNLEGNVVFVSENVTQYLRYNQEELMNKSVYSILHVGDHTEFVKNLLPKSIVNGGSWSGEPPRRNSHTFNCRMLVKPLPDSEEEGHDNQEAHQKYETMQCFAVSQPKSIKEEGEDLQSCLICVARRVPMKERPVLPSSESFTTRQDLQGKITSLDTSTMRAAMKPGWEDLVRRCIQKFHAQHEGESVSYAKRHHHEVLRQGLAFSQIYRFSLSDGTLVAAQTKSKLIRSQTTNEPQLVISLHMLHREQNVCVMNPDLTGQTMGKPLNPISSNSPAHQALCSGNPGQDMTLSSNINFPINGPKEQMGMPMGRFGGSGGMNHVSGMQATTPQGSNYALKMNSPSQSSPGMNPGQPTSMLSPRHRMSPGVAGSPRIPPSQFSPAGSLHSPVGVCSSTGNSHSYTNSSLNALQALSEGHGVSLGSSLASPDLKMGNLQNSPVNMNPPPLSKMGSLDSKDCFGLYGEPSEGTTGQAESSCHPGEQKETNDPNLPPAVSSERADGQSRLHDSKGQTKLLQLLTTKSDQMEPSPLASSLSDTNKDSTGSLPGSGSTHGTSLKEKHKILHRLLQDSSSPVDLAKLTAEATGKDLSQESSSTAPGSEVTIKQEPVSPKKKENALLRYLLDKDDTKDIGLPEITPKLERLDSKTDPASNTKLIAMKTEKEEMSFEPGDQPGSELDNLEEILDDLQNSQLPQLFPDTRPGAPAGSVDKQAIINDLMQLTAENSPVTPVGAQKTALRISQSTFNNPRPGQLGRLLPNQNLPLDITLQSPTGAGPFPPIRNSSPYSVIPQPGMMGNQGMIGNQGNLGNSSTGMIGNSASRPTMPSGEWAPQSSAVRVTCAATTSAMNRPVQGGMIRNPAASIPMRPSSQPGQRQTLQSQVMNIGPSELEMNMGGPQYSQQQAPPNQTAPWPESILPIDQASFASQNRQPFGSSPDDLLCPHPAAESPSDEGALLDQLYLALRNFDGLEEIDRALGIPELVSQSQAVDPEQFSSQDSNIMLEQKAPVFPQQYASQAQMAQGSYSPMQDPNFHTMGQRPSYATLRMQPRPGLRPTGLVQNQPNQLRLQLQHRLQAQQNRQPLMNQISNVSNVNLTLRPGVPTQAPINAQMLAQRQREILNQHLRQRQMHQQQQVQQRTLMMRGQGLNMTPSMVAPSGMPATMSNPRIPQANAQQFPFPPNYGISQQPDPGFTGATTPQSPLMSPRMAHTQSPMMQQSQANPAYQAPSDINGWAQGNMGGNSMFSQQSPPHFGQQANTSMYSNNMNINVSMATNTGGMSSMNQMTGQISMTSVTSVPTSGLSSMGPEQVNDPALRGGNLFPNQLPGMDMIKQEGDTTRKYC
Active calls of the source: *. The list is partial (hit frequency here may not be typical).

SMILES	NR2F2 inh	SRC2 inh
CC(=O)N1c2ccccc2C(C)=NCC1C(=O)NC1CCCCC1 (stereo unspecified)	3	-3
COc1ccc(C(=O)NCC2CCN(C(=O)C(=O)c3cccs3)CC2)c(OC)c1	2	14
C[C@@H]1CN([C@@H](C)CO)C(=O)CCCn2cc(nn2)CO[C@H]1CN(C)C(=O)C1CCCCC1	9	-11
O=C(CCc1c[nH]c2ccccc12)Nc1ccc(Nc2ccccc2)cc1	4	15
Cc1csc(NC(=O)c2ccc(C)c(S(=O)(=O)N3CCOCC3)c2)n1	1	-18
COc1cccc(NC(=O)n2ccc3ccc(-c4ccc5cc[nH]c5c4)cc32)c1	-8	-15
O=S1(=O)c2c(NCc3ccco3)cccc2Oc2ccccc2CN1Cc1cn(Cc2cccc(F)c2)nn1	8	13
O=C1NC(Cc2ccccc2)c2nc3ccc(Cl)cc3c(=O)n2-c2ccc(Cl)cc21 (stereo unspecified)	0	18
CC(C)CC1NC(=O)c2ccc(Cl)cc2-n2c1nc1cc(F)ccc1c2=O (stereo unspecified)	-1	3
CCOC(=O)[C@]12CCCC3=C1N(CCC3)C(=O)[C@@H](CC(=O)N1CCN(C(=O)C3CC3)CC1)C2	3	7
Nn1c(SCC(=O)Nc2ccc(Br)cn2)nnc1-c1n[nH]c2c1CCC2	-11	6
COc1cc2c(cc1NC(=O)CSc1nnc(-c3ccccc3C)n1Cc1ccco1)oc1ccccc12	-11	-15
COc1ccc(OC)c(C(=O)CSc2nnc(SCc3cccc4ccccc34)s2)c1	5	14
COC(=O)c1cc2c(c3c4cc(F)ccc4n(C(=O)c4ccccc4)c13)C(=O)N(Cc1ccco1)C2	4	3
CC(C)C[C@H](NC(=O)C1CC1)C(=O)N1CCC[C@H]1C(=O)NCc1ccccc1	7	-18
COC(=O)[C@H]1C[C@@]2(N3CCCCC3)c3ccccc3N(C(=O)OC(C)(C)C)[C@H]2N1C(=O)OC(C)(C)C	5	25
O=C(c1ccccc1OCc1ccccc1)N(Cc1ccccn1)CC1CCCO1 (stereo unspecified)	-15	14
Clc1ccc(Cn2ncc3c(NCc4ccco4)ncnc32)c(Cl)c1	13	-7
COc1ccc(Cn2cc(COC(=O)N3CCCC3)nn2)cc1	10	-17
C=CCN1C(C(=O)OC)CN(Cc2cn(Cc3ccc(C)cc3)nn2)CCS1(=O)=O (stereo unspecified)	-6	13
O=C(CSC1CCc2ccccc21)NNC(=O)Nc1ccc(Cl)cc1 (stereo unspecified)	-29	-52
Cc1ccc(-c2csc(NC(=O)COC(=O)c3cccc(S(=O)(=O)N4CCOCC4)c3)n2)cc1	-37	-63
O=S(=O)(c1ccccc1)N1CCCc2nc(-c3ccc(Br)cc3)ccc21	3	21
Cc1ccc(NC(=O)[C@@H]2CC(=O)O[C@@H]2c2ccccc2)c(C)c1	-2	18
O=S1(=O)c2c(cccc2N2CCSCC2)Oc2ccccc2CN1Cc1cn(Cc2ccc(Cl)cc2)nn1	15	2

Profiles as entered above. Order of screens: NR2F2 inh | SRC2 inh
`C=CCN1C(C(=O)OC)CN(Cc2cn(Cc3ccc(C)cc3)nn2)CCS1(=O)=O` (stereo unspecified) is listed as -6 | 13
`COc1ccc(Cn2cc(COC(=O)N3CCCC3)nn2)cc1` is listed as 10 | -17
`COc1cc2c(cc1NC(=O)CSc1nnc(-c3ccccc3C)n1Cc1ccco1)oc1ccccc12` is listed as -11 | -15
`CC(=O)N1c2ccccc2C(C)=NCC1C(=O)NC1CCCCC1` (stereo unspecified) is listed as 3 | -3
`O=C1NC(Cc2ccccc2)c2nc3ccc(Cl)cc3c(=O)n2-c2ccc(Cl)cc21` (stereo unspecified) is listed as 0 | 18

Continued:
SMILES	NR2F2 inh	SRC2 inh
Cc1ccc(-c2cc(C#N)c3n(c2=O)CCC3)cc1	8	-20
COC(=O)C1=C(C)N(Cc2ccccc2C(F)(F)F)C(=NCc2ccccc2)NC1c1ccc(F)cc1 (stereo unspecified)	6	-21
COC(=O)[C@@]12CCCCC3=C1N(CCC3)C(=O)[C@H]2CC(=O)N1CCCC1	10	8
CCOC(=O)C1=C(C(=O)OCC)C2N(Cc3ccc(C#N)cc3)c3ccccc3[C@@]23C[C@@H](C(=O)OC)N(S(=O)(=O)c2ccccc2C)C3=N1 (stereo partly specified)	2	-12
Nc1ccn([C@@H]2O[C@H](C(=O)N[C@H](Cc3ccccc3)C(=O)N3CCN(CC(=O)N4CCCC4)CC3)[C@@H](O)[C@H]2O)c(=O)n1	0	4
O=C(c1ccc(F)c(F)c1)N1CCC(Oc2cccnc2)CC1	4	15
CC(C)N(C(=O)Cn1c(SCC(=O)N2CCN(c3ccccc3)CC2)nc2ccccc21)C(C)C	13	-20
COC(=O)[C@@]1(C(C)C)N=C(c2cc(OC)c(OC)c(OC)c2)[C@]2(O1)C(=O)N(Cc1cn(-c3ccccc3)nn1)c1cccc(Cl)c12	-1	17
COc1ccc(CN(CCN2CCOCC2)C(=O)c2cc(F)cc(F)c2)cc1OC	-29	-8
CCOC(=O)C1=C(C)Nc2nnnn2C1c1c[nH]c2ccccc12 (stereo unspecified)	6	9
O=C1[C@H]2[C@H](C=CC[C@H]2C(=O)N2CCOCC2)CCN1Cc1ccc(Cl)c(Cl)c1	-9	-19
CC(C)Cn1c(N)c(C(=O)COC(=O)c2cc(C(F)(F)F)nc3ccccc23)c(=O)n(C)c1=O	10	-8
O=C(N[C@H](C(=O)N1CCC[C@H]1C(=O)NC1CCCC1)C1CCCCC1)c1ccccn1	-21	-4
C=CCN1[C@H](C#N)[C@@H](c2ccc(C#Cc3cccnc3)cc2)[C@H]1CO	7	17
CCCCCCCCN1C(=O)N2Cc3ccc(C)cc3C2CS1(=O)=O (stereo unspecified)	11	-2
CCOC(=O)[C@@]12CCCC3=C1N(CCC3)C(=O)[C@H]2CC(=O)NCc1cccc2ccccc12	-17	-20
COCC(=O)N(C[C@H]1[C@H](c2ccccc2)[C@@H](CO)N1C(=O)NC(C)C)C(C)C	-11	5
CCOC(=O)CC[C@@]1(C(=O)OCC)C[C@@H](CC(=O)NCc2ccc(C)o2)C(=O)N2CCCC=C21	-6	3
COC(=O)[C@H](C(C)C)N(Cc1cn(Cc2ccc(C)cc2)nn1)S(=O)(=O)c1ccccc1Br	-6	9
O=C(CSc1nc2ccccc2nc1N1CCCC1)N1CCN(c2cccc(C(F)(F)F)c2)CC1	-3	11
Cc1[nH]c(=O)[nH]c(=O)c1CCSSCCc1c(C)[nH]c(=O)[nH]c1=O	-12	4
O=C(NCc1ccc(C(=O)NC2CCCC2)cc1)c1cccc(Br)c1	-8	-7
O=C(NC1CCCCN(Cc2cccc(Cl)c2)C1=O)c1cccc(F)c1 (stereo unspecified)	0	-21
CN(CCO)c1ccc2c(c1)Oc1ccccc1CN(Cc1cn(Cc3cccc(C(F)(F)F)c3)nn1)S2(=O)=O	-2	7
COc1ccc2c(c1)CCCN2C(=O)C1CCCN(S(=O)(=O)c2ccc(C(C)(C)C)cc2)C1 (stereo unspecified)	48*	36

Two entries drawn at random from those above, as already listed:
SMILES	NR2F2 inh	SRC2 inh
COC(=O)[C@H](C(C)C)N(Cc1cn(Cc2ccc(C)cc2)nn1)S(=O)(=O)c1ccccc1Br	-6	9
COc1ccc2c(c1)CCCN2C(=O)C1CCCN(S(=O)(=O)c2ccc(C(C)(C)C)cc2)C1 (stereo unspecified)	48*	36

(more compounds)
SMILES	NR2F2 inh	SRC2 inh
COCc1cc(N2CCN(C(=O)OC(C)(C)C)C[C@@H]2C)ccc1Br	-24	5
O=S(=O)(CS(=O)(=O)c1ccccc1Br)c1ccccc1Br	-13	-12
O=C(Nc1nc2ccc(F)cc2s1)c1ccccn1	20	-55
C=CCN1C[C@H](COC(=O)c2cccc(OC)c2)Oc2cccc(F)c2S1(=O)=O	-4	5
CC(C)CN1C(=O)[C@]2(CC(=O)N(C)C2c2ccccc2)c2cc(-n3cc(CO)nn3)ccc21 (stereo partly specified)	14	-2
CCn1c(=O)n(CC(=O)N2CCC(C)CC2)c(=O)c2ccccc21	-16	-20
COC[C@H]1CCCN1c1ccc2c(c1)O[C@@H]1CCN(C1)S2(=O)=O	-6	0
OC(c1ccccc1)(c1ccccc1)C1CCN(CCCOc2ccc(-c3ccncc3)cc2)CC1	-4	-10
CCCCCc1ccc(-c2n[nH]c(=O)c3ccccc23)cc1	-14	-11
CCCCc1nnn2c1C1c3cc(-c4cccnc4)ccc3CCN1C(=O)C2 (stereo unspecified)	-11	-8
COc1cccc(Cn2cc(COC(=O)NCC(C)C)nn2)c1	5	-31
O=C(Nc1ccccc1C(F)(F)F)OC1CC2CC1[C@H]1CCCCN1C2 (stereo partly specified)	8	-10
CN(NC(=O)C(=O)NCc1ccco1)C(=O)NC1CCCCC1	-23	11
Cc1nn(CCC(=O)NNC(=O)Nc2ccccc2)c(C)c1[N+](=O)[O-]	11	15
COC(=O)C1=C(C)N(Cc2ccc(C(F)(F)F)cc2)C(=NCc2ccccc2)NC1c1cccc(C(F)(F)F)c1 (stereo unspecified)	2	10
COC(=O)c1[nH]c2ccc(Cl)cc2c1NC(=O)CN1CCC(C(N)=O)CC1	8	-9
Cc1cc(-c2n[nH]c(=S)n2N=Cc2ccc(-c3ccccc3)cc2)n[nH]1	5	-18
COC(=O)C1CN(Cc2ccc(F)cc2)CCS(=O)(=O)N1Cc1cn(CCOC(C)=O)nn1 (stereo unspecified)	2	2
COc1cc2c(cc1OC)[N+]([O-])=C(c1ccccc1)C2=O	-6	-1
O=S1(=O)c2ccc(Br)cc2OC[C@@H](Cc2ccccc2)N1Cc1cn(CCC2OCCCO2)nn1	-18	-25
Cc1ccccc1CN1CCCCC(NC(=O)c2ccccc2C(F)(F)F)C1=O (stereo unspecified)	10	-5
COc1ccc(C(=O)OCCN(C)C2CN(Cc3cn(Cc4ccccc4Cl)nn3)S(=O)(=O)C2)cc1OC (stereo unspecified)	3	-23
COC(=O)C1=C(C)NC(=S)NC1c1ccc(OC)cc1 (stereo unspecified)	-6	-5
Cc1ccc(NC(=O)Cn2nnc(-c3ccccc3F)n2)c(C)c1	-8	-5
CC(=O)C1=C(C)N(Cc2ccc(F)cc2)C(=S)NC1c1cccc(F)c1 (stereo unspecified)	-1	12

(cont.)
SMILES	NR2F2 inh	SRC2 inh
Cc1ncc(CO)c(C=O)c1O	-8	15
CCCCCCCCN1C(=O)[C@@H](CC(=O)N2CCCC2)C[C@@]2(C(=O)OC)C1=C[C@H](C(C)(C)C)O[C@@H]2C	-1	23
O=C(Cc1c[nH]c2ccccc12)Nc1ccc(Nc2cccnc2)c(Br)c1	-6	23
COC1=C[C@H](C(=O)N[C@H]2CCCC[C@@H]2NC(C)=O)[C@@]2(C)Cc3ccccc3[C@H]2CC1=O	4	7
C=CCN1[C@H](C)COc2cc(N3CCSCC3)ccc2S1(=O)=O	18	-10
O=C(CSc1nc2c(c(=O)[nH]1)CCCC2)N1CCCCC1	-26	12
O=C(CSc1nnc(-c2cccs2)o1)c1ccc(F)cc1	-34	-40
COC(=O)[C@H](CC(C)C)N(Cc1cn(Cc2ccccc2)nn1)S(=O)(=O)c1ccc(F)cc1Br	-16	18
Cc1ccc(OCc2nn3c(C4CCCCC4)nnc3s2)cc1	-22	-16
CCOc1ccc(C(=O)N(CN2CCCC2=O)c2ccc(C)cc2)cc1	27	11
CCc1ccc(NC(=O)c2cc(Br)ccc2Br)cc1	-10	-15
C=CCn1c(COc2ccc(Cl)cc2)nnc1SCC(=O)c1ccc(-c2ccccc2)cc1	13	1
C[C@H]1CN(S(=O)(=O)C(C)(C)C)[C@H](CCO)/C1=C\CCO	0	8
CC(C)C[C@@H]1COc2cc(NCCO)ccc2S(=O)(=O)N1	2	8
COP(=O)(CC(=O)C(Cc1ccccc1)NC(=O)OC(C)(C)C)OC (stereo unspecified)	2	-15
Cc1ccc(C(=O)NC2CCCCN(Cc3ccccc3C)C2=O)cc1 (stereo unspecified)	21	1
Cc1nn(-c2ccccc2)nc1C(=O)Nc1ccccc1C(=O)NCC1CC1	-2	-35
C#CCN(Cc1ccco1)C(=O)c1nnc2c3ccccc3n(S(=O)(=O)c3ccccc3)c2n1	-12	-26
Oc1ccc(CN2CCC(Cc3ccccc3)CC2)c2cccnc12	-3	10
O=C(NCCc1c[nH]c2ccccc12)OCc1cn(-c2ccc(F)cc2)nn1	-20	20
CCOC(=O)N(C)[C@H]1C[C@H]2c3[nH]c4c(-c5cccc(C)c5)cccc4c3CCN2C[C@H]1[C@H](C)O	2	1
Cc1ccc(-c2nnc(SCC(=O)NNC(=O)COc3cccc4ccccc34)n2C)cc1	-2	-29
COC(=O)c1cc2c(c3c4ccccc4n(S(=O)(=O)c4cccc(C)c4)c13)C(=O)N(Cc1ccc(N(C)C)cc1)C2	14	-9
Oc1cccc(N2CCN(c3cccc(O)c3)CC2)c1	-17	-44
COc1ccc(S[C@]2(C(=O)N3CCN(c4ncccn4)CC3)CC(=O)N(S(=O)(=O)c3ccc(F)cc3)[C@@H]2c2ccc(OC)cc2)cc1	9	-7
O=C(NCc1ccccc1)OC1CC2CC1[C@H]1CCCCN1C2 (stereo partly specified)	-6	14
CCOC(=O)CC[C@@]1(C(=O)OCC)C[C@@H](CC(=O)NCCCOC)C(=O)N2CCCC=C21	-3	-9
Cc1[nH]nc2c1C(c1ccc(Br)cc1)N(Cc1ccccc1)C2=O (stereo unspecified)	2	-4
CC(C)Cn1c(-c2ccco2)nc2c(c(=O)c3ccccc3n2C)c1=O	4	-25

Copied from the entries so far (3 entries):
SMILES	NR2F2 inh	SRC2 inh
O=S1(=O)c2ccc(Br)cc2OC[C@@H](Cc2ccccc2)N1Cc1cn(CCC2OCCCO2)nn1	-18	-25
Cc1ccccc1CN1CCCCC(NC(=O)c2ccccc2C(F)(F)F)C1=O (stereo unspecified)	10	-5
COc1ccc(C(=O)OCCN(C)C2CN(Cc3cn(Cc4ccccc4Cl)nn3)S(=O)(=O)C2)cc1OC (stereo unspecified)	3	-23
